KDM5B inh = KDM5B demethylase inhibition; KDM5B demethylase, FDH-coupled NADH fluorescence (FDH is formaldehyde dehydrogenase); Potency, µM (doses to about 57.7 µM), without a hit: at the highest dose activity change, negative = inhibition, hits mostly inhibitors; hit rate 2.6% among 220,000; active = well fitted inhibition curve with a large enough effect; inconclusive = small, poorly fitted or top-dose-only effect; inactive = no such curve, though single readings can be large or run the other way; note: 0% is about no effect; nearly all actives have a fitted effect of over 70% in size
Target sequence (Q9UGL1 whole entry, looked up): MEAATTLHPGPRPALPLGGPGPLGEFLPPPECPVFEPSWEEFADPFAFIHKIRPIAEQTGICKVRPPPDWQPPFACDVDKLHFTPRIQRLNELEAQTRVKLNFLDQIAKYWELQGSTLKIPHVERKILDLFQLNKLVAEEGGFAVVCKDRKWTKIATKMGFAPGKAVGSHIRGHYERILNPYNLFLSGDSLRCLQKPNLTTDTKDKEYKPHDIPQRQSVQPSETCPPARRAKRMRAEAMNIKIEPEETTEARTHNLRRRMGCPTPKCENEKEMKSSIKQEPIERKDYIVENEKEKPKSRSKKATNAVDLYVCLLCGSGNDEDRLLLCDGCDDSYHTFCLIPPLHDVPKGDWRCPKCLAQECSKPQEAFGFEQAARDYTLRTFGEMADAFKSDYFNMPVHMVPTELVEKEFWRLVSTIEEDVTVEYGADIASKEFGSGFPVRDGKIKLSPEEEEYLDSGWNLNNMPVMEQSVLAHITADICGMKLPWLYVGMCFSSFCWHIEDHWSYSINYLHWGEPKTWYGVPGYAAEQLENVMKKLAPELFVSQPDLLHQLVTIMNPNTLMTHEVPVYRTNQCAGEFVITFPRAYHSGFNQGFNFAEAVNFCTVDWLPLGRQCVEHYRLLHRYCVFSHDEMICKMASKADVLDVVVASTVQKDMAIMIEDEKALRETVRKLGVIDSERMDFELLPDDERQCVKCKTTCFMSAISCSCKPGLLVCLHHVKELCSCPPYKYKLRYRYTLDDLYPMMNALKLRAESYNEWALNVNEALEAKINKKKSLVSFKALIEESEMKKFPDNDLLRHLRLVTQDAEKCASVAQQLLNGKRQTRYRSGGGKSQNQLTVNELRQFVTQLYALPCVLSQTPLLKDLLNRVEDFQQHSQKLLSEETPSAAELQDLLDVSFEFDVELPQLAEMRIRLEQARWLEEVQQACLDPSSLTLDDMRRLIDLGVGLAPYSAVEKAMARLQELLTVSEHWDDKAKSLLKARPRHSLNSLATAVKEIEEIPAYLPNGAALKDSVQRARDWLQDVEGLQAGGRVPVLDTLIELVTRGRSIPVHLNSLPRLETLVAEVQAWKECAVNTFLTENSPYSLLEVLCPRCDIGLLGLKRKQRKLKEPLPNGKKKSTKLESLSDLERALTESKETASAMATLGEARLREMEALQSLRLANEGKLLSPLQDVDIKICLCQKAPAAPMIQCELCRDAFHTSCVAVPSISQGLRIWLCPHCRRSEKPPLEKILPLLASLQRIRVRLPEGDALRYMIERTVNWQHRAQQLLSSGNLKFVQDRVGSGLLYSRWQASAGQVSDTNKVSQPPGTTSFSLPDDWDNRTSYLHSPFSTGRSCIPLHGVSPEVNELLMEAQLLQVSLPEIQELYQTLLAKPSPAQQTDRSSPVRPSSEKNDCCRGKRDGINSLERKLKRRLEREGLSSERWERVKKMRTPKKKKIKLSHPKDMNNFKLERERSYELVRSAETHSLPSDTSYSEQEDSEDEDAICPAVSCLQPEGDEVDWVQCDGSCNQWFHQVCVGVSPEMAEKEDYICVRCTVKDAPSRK
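Inhibition is measured as reduced NADH fluorescence generation from FDH coupling to formaldehyde release. Truncated KDM5BΔAP at 200 nM final acts on H3K4me3 peptide (12.5 µM in substrate mix) in pH 7.5 HEPES buffer with Tween-20, 30 min, room temperature.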
* = called active by the depositor; ? = inconclusive; [ ] = remark or other dose. Potency is the fitted concentration of half-maximal effect. This is a subset; count on the stated rates, not on these rows.

KDM5B inh | SMILES
-18.8% | Cn1nc2n(c1=O)CCN(C(=O)C1CC=CCC1)CC2 (stereo not drawn)
-23.4% | O=C(c1ccc(F)cc1)N1CCc2nc(-c3ccc(Cl)cc3)nc(-c3ccccc3)c2C1
6.9% | O=C(c1cccc(Br)c1)N1CCC2(CC1)CC(O)CCO2 (stereo not drawn)
-2.4% | CCc1c(C(=O)N2CCC3(CC2)c2ccccc2CC3O)csc1C (stereo not drawn)
-21.5% | CCN(CC)c1ccc(C=Nc2ccc(Br)cc2)cc1
19.0% | O=C(CN1CCCCCC1)NCC12CCCC=C1NC(=O)CC2 (stereo not drawn)
-17.6%[149 µM] | O=C1NCc2ccccc2CC12CCCN2Cc1ccc(Cl)cc1 (stereo not drawn)
39.1% | COc1ccc(N2CCN(C(CNC(=O)C(=O)NCCCn3ccnc3)c3ccco3)CC2)cc1 (stereo not drawn)
15.4% | CCC[C@H]1C[C@H]1C(=O)NCc1cc2c(nc1OC)CN(C1CCCC1)C2=O
-21.7% | Cn1cnc(C(=O)NC2CCN(C(=O)N3CC4CC(C3)[C@H]3CCCC(=O)N3C4)CC2)c1 (stereo partly drawn)
-15.3% | CN(CC1CCOC1)C(=O)c1cccc(Cl)c1 (stereo not drawn)
-25.2% | CC(C)(C)c1ccc(S(=O)(=O)NCc2nc3cccnc3n2Cc2ccccc2Cl)cc1
-22.5% | CCOc1ccc(CC(=O)NCCS(=O)(=O)N2CCN(c3ccccc3OC)CC2)cc1
5.9% | Cc1ccc(C(=O)Nc2cc(NC(=O)c3ccc(C)c(C)c3)cc(C(=O)O)c2)cc1C
11.1% | O=C(NC1CC1)C1CCN(C2=NS(=O)(=O)c3ccccc32)CC1
-5.3% | O=C(CSc1nnc(-c2cccc(S(=O)(=O)N3CCCC3)c2)o1)c1ccccc1
31.6µM* | CNC(=O)CCn1ncc2cc(OCc3ccccc3-c3ccc(OC)cc3)ccc21
-5.6%[86.2 µM] | O=C(NC[C@H]1O[C@H](Cc2cc(-c3ccccn3)on2)CC[C@@H]1O)Nc1ccccc1
? | Cc1nnc(N2CCCC(C(=O)NCCN(C)C)C2)c2nn(-c3ccccc3)c(C)c12 (stereo not drawn)
13.0% | Cc1ccc(C(O)CNC(=O)Nc2c(C)cc(C)cc2C)cc1 (stereo not drawn)

Next part (6 carried over from the part before).
KDM5B inh | SMILES
11.1% | O=C(NC1CC1)C1CCN(C2=NS(=O)(=O)c3ccccc32)CC1
-5.3% | O=C(CSc1nnc(-c2cccc(S(=O)(=O)N3CCCC3)c2)o1)c1ccccc1
31.6µM* | CNC(=O)CCn1ncc2cc(OCc3ccccc3-c3ccc(OC)cc3)ccc21
-5.6%[86.2 µM] | O=C(NC[C@H]1O[C@H](Cc2cc(-c3ccccn3)on2)CC[C@@H]1O)Nc1ccccc1
? | Cc1nnc(N2CCCC(C(=O)NCCN(C)C)C2)c2nn(-c3ccccc3)c(C)c12 (stereo not drawn)
13.0% | Cc1ccc(C(O)CNC(=O)Nc2c(C)cc(C)cc2C)cc1 (stereo not drawn)
6.2% | COc1ccc(OC)c(C2CCCN2Cc2nc(-c3ccccc3Cl)no2)c1 (stereo not drawn)
? | O=C(O)c1ccc(CN2Cc3[nH]cnc3C[C@H]2c2nc(-c3ccc4ccccc4c3)no2)cc1
? | Cc1ccc(SC(=O)c2c(C)noc2-c2cc(C)on2)cc1
-6.4% | COc1ccc(Nc2nc(-c3cccc(Cl)c3)c3c(n2)-c2ccccc2OC3)cc1
-3.2% | COc1ccc(CCNC(=O)c2cc3ccccc3oc2=O)cc1OC
-5.4% | CCN(CC)c1nc2ccccc2nc1C(=O)Nc1cccc(C(C)=O)c1
22.4µM* | CCc1noc(-c2cccn3c(CNC(=O)c4cccc(F)c4)nnc23)n1
-2.6% | CCn1nc(C(=O)OC(C)C(=O)Nc2ccc(N3CCOCC3)cc2)c2ccccc2c1=O (stereo not drawn)
8.0% | CC(OC(=O)c1ccc(NS(=O)(=O)c2ccc3[nH]c(=O)[nH]c3c2)cc1)C(N)=O (stereo not drawn)
11.9% | Cc1ccccc1CC(=O)Nc1cc(S(=O)(=O)N2CCOCC2)ccc1N1CCOCC1
25.1µM* | Cc1cc(C)cc(C(=O)NCc2nnc3ccc(-c4ccccc4)nn23)c1
9.6% | CCOC(=O)c1cc(NC(=O)OC)cc(C(=O)OCC)c1
2.6%[86.2 µM] | Cc1ccc(S(=O)(=O)NC[C@H]2O[C@@H](CC(=O)N3CCCC3)[C@H](O)[C@@H]2O)cc1
2.3% | COc1ccc(C(C)=O)cc1CSCc1ccc(C#N)cc1
14.1µM* | COc1ccc(C(=O)NC2CCN(c3cc(-c4cccs4)[nH]n3)C2)c(C)c1 (stereo not drawn)
15.2% | Cc1ccc(Cl)cc1NC(=O)c1n[nH]c(=O)c2ccccc12
? | O=C(NCc1cccnc1)c1ccc(-c2ccc(N3CCSCC3)nc2)cc1
-9.3% | Nc1c(-c2nc(-c3ccc(F)cc3)cs2)c2ccccn2c1C(=O)c1ccc2c(c1)OCO2
? | Cc1[nH]c2ccccc2c1C(C(=O)O)N1CCN(Cc2cccc3ccccc23)CC1 (stereo not drawn)
? | Cc1ccc(C(=O)N/N=C\c2ccccn2)cn1
-3.7% | COc1cc(C(=O)N2N=C(C)CC2(O)C(F)(F)F)cc(OC)c1OC (stereo not drawn)
? | COC(=O)CNC(=O)c1cc(-c2ccc(Cl)nc2)c2cnn(C)c2n1
? | Cc1cc(I)c2[nH]c(-c3ccccc3)c(-c3ccccc3)c2c1
16.8%[86.2 µM] | COc1ccc(CN2CCc3ncc(C(=O)Nc4ccccc4C)n3CC2)cn1
-22.1%[86.2 µM] | O=C(c1ccncn1)N1CCC(Oc2cnc3c(ccn3-c3cncnc3)c2)CC1
-0.8% | CCc1cccc2c(C(CC(=O)NCCOC)c3ccc(OC)c(OC)c3)c[nH]c12 (stereo not drawn)
-12.7% | O=C(O)CCCC(=O)N1C[C@@H](C(=O)O)[C@H](c2ccc3c(c2)OCO3)C1
? | NCc1cccc(-c2cccc(O)c2)c1
15.1% | COc1ccc2[nH]c3c(c2c1)CCN(C)C31CCN(C(=O)c2nccc3ccccc23)CC1
-5.5% | CCC(CC)C(=O)N[C@H]1CCN2C(=O)c3cc(-c4cc(Cl)ccc4OC)ccc3NC(=O)[C@@H]2C1
13.1% | COc1cc(Cl)c(C)cc1NC(=O)Cn1cc(S(=O)(=O)N2CCN(c3ccccc3F)CC2)c2ccccc2c1=O
-16.1% | Clc1ccc2c3c([nH]c2c1Cl)CCC3
? | COC(=O)C1=C(C)N=C2SC=C(CC(=O)NCC3CC3)N2C1c1ccccc1OC (stereo not drawn)
2.8% | O=c1[nH]c(CC2CC2)nc2c1CCN(CC1(O)CCCNC1)C2 (stereo not drawn)
-22.7% | O=C(c1cccc(F)c1)N1CCN(c2cc(-c3cccs3)[nH]n2)CC1
-1.5% | CCc1ccc(CNC(=O)CN2CC3CC(C2)[C@H]2CCCC(=O)N2C3)cc1 (stereo partly drawn)
5.2% | CCc1cccc(NC(=O)C2CCN(C(=O)c3ncn4c3COC(c3ccc(OC)cc3)C4)CC2)c1 (stereo not drawn)
6.0% | O=C(NCc1cccc(Cl)c1)C(=O)Nc1ccc2cc[nH]c2c1
? | CCOC(=O)C1(C)C=C(Nc2ccc(C(=O)O)cc2)C(=O)N1c1ccc(C(=O)O)cc1 (stereo not drawn)
-4.3% | CC(=O)OCc1cnc(C)c2oc(=O)c(C(=O)Nc3ccc(C)cc3Cl)cc12
-26.6% | COc1ccccc1-c1noc(-c2ccc(NC3CCCCC3)c([N+](=O)[O-])c2)n1
6.1% | O=C(NCCN1CCOCC1)c1nn2c(C(F)(F)F)cc(-c3ccco3)nc2c1Br
-15.3% | O=C1N(Cc2ccccc2)c2ccccc2C1(O)c1c[nH]c2ccccc12 (stereo not drawn)
18.9% | Cc1cc(Cl)c2c([N+](=O)[O-])c(O)ccc2n1
15.2% | CCc1ccc(NC(=O)C(C)N2CCN(c3cccc(C(F)(F)F)c3)CC2)cc1 (stereo not drawn)
? | COc1ccc(CNS(=O)(=O)c2cc(Br)cc3c2N(C(C)=O)C(C)C3)cc1 (stereo not drawn)
4.5% | COC(=O)c1sccc1S(=O)(=O)N(CC(=O)Nc1ccccc1)c1ccccc1
-20.3% | COCC(=O)N1CCCN(Cc2c(F)ccc(C)c2F)CC1
0.4% | CCCn1c2ccc(F)cc2c2nnc(SCCN(CC)CC)nc21
? | CCOC(=O)c1ccc(N2C(=O)c3n[nH]c(-c4ccco4)c3C2c2ccc(OCC)cc2)cc1 (stereo not drawn)
18.6% | N/C(CN1CCCC1)=N\O
-1.4% | O=C(CN1C(=O)C(c2ccccc2)=NC12CCCC2)N1CCc2ccccc21
-2.7% | S=c1ccc2ccccc2[nH]1
-6.5%[115 µM] | CC(=O)Nc1ccc(CN2CCc3nc(C(C)C)nc(-c4ccc(Cl)cc4)c3CC2)cc1
-25.3% | O=C(c1ccc(F)cc1)n1nc(-c2ccc(Cl)cc2)nc1NCc1ccco1
-13.9% | O=S(=O)(c1ccccc1)N1CC[C@@H]2COCCN(Cc3cccnc3)[C@@H]2C1
16.1% | Cc1ccc(-c2cnc(-c3c(N)sc4c3CCCC4)s2)cc1
6.8% | C=CCC(CC=C)(CNC(=O)C(=O)Nc1cc(C)ccc1OC)c1ccc(OC)c(OC)c1
? | CCOC(=O)c1ccc(Nc2c(-c3cccc(O)c3)nc3nc[nH]n23)cc1
-38.9% | O=C(O)Cn1nc(C2CCOCC2)nc1CC1NC(=O)NC1=O (stereo not drawn)

Structures listed so far marked active in KDM5B inh:
KDM5B inh | SMILES
31.6µM* | CNC(=O)CCn1ncc2cc(OCc3ccccc3-c3ccc(OC)cc3)ccc21
22.4µM* | CCc1noc(-c2cccn3c(CNC(=O)c4cccc(F)c4)nnc23)n1
25.1µM* | Cc1cc(C)cc(C(=O)NCc2nnc3ccc(-c4ccccc4)nn23)c1
14.1µM* | COc1ccc(C(=O)NC2CCN(c3cc(-c4cccs4)[nH]n3)C2)c(C)c1 (stereo not drawn)

Later entries.
KDM5B inh | SMILES
1.4% | COCCc1noc([C@@H]2CC(F)(F)CN2C(=O)c2ocnc2C)n1
-44.7% | CN1CCN(S(=O)(=O)c2ccc(NC(=O)c3ccc([N+](=O)[O-])cc3)cc2)CC1
8.9% | CCOC(=O)/C(C#N)=C/C1=C(N2CCOCC2)C(C)(C)OCC1
35.5µM* | COCCn1cnc2ccc(-c3ccccc3)nc2c1=O
-3.0% | O=C(CCn1ccn2nc3c(c2c1=O)CCCC3)Nc1cccc(C(F)(F)F)c1
17.5% | COCCC(=O)N[C@H]1CC[C@]2(C)CCC([C@H](C)C(=O)N(C)Cc3ccccc3)[C@H](O)[C@H]2[C@@H]1C (stereo partly drawn)
6.6% | CCS(=O)(=O)N1CCC(N2CCCC(C(=O)NCCc3ccccc3)C2)CC1 (stereo not drawn)
-10.6% | C=CCn1c(NCCN(C)C)nc2c1c(=O)[nH]c(=O)n2C
-28.1% | O=C(c1ccccc1)N(Cc1ccco1)Cc1cccs1
? | COCCN1C(=O)[C@@H]2C[C@@H](CN2Cc2ccccn2)Oc2ccccc21
7.0% | Cc1noc(-c2cccc(OC3CN(C(=O)c4cnn(C)c4)C3)c2)n1
21.9% | COCCn1ncc(N2CCCC(CC(=O)Nc3ccc(C)cc3C)C2)cc1=O (stereo not drawn)
12.5% | CCC(CO)Nc1nc2c(c(=O)n(Cc3ccc(F)cc3)c(=O)n2C)n1C (stereo not drawn)
-3.4% | N#C/C(=C\c1ccc(-c2ccc(Br)cc2)o1)C(=O)c1ccccc1
-14.5%[86.2 µM] | COc1ccc(-c2ccc3ncc(Nc4cc(F)cc(N5CCOCC5)c4)n3n2)cn1
? | Cc1ccc(-c2cc3c(=O)n(CCNC(=O)c4nccc5ccccc45)ccn3n2)c(C)c1
? | COc1ccc(-c2noc([C@@H]3Cc4nc[nH]c4CN3Cc3cccs3)n2)cc1
? | O=C(NCCOc1ccccc1)c1nc2c(o1)CCN(Cc1cccc(F)c1)CC2
-14.1% | CCN(CC)CCN(C(=O)CCS(=O)(=O)c1ccccc1)c1nc2cc3c(cc2s1)OCO3
-6.1% | Cc1cc(C)c2nc(-c3ccncc3)cc(C(=O)Nc3nccs3)c2c1
-20.7%[86.2 µM] | O=C(NCC1(COc2cccnc2)C[C@@H](O)[C@@H](O)C1)C1CC1 (stereo partly drawn)
-9.4% | Cn1nc(C(=O)NCc2ccccc2)c2c1-c1ccccc1S(=O)(=O)C2
3.9% | CCOc1ccc(C(C)(C)C)cc1S(=O)(=O)NCc1ccco1
12.4% | O=C(OCc1nnc(-c2ccc([N+](=O)[O-])cc2)o1)C1(c2ccc(Cl)cc2)CCC1
11.4% | O=[N+]([O-])c1c(Nc2cccc(Cl)n2)ccc2nonc12
-8.9% | CCCCN(CC)c1nc(-c2ccc([N+](=O)[O-])cc2)nc2ccccc12
23.7% | O=C(Cn1nnnc1CN1CCOCC1)N1CCCC1c1ccc(F)cc1 (stereo not drawn)
4.2% | O=C(NCc1ccco1)c1ccc(S(=O)(=O)N2CCCCCC2)cc1
-13.7% | Cc1c2occ(C(C)(C)C)c2cc2c1oc(=O)c1ccccc12
12.1% | CCOc1ccc(Cn2c(=O)sc3ccccc32)cc1
? | CCCn1c(/C=C/c2ccccc2)nc2ccccc21
0.7% | O=C(CNS(=O)(=O)c1ccccc1)OCC(=O)c1ccc(F)cc1
? | O=C(CNCc1ccc(Cl)cc1)Nc1ccc(C(=O)N2CCCCC2)cc1
8.1% | Cc1ccc(CNC(=O)C2CCCN(S(=O)(=O)c3cc(-c4noc(C)n4)ccc3C)C2)cc1 (stereo not drawn)
10.8% | CNC(=S)NCCc1ccccc1

Among those listed so far, these contain a cyano group:
KDM5B inh | SMILES
2.3% | COc1ccc(C(C)=O)cc1CSCc1ccc(C#N)cc1
8.9% | CCOC(=O)/C(C#N)=C/C1=C(N2CCOCC2)C(C)(C)OCC1
-3.4% | N#C/C(=C\c1ccc(-c2ccc(Br)cc2)o1)C(=O)c1ccccc1

Assay outcomes (PubChem)
